Screening data (PubChem BioAssay)
Vc quorum ag: inducers of Vibrio cholerae quorum light production without autoinducers, primary screen, BH1578 luxS cqsA deficient, single point | activation, % at 18.7 µM | 350,000 tested, 0.16% active | V. cholerae BH1578 lux reporter, luminescence, 6 h; in the data active = activation mostly above about 9.7%, no sharp cut-off; note: not every result past the cut was called active; inactives centre near 0; reference of the scale not given here
CCHF vOTU inh: CCHFV vOTU protease inhibitors, primary screen, biochemical, Pep-AMC substrate, fluorescence | 370,000 tested, 0.55% active | Crimean-Congo hemorrhagic fever virus L polyprotein viral ovarian tumor (vOTU) protease … | inhibition, % at 11.5 µM; in the data active = inhibition above about 30%; note: 0% = vehicle wells with enzyme and 100% = no enzyme wells
Anthrax LF prot: Bacillus anthracis LF protease inhibitors, primary screen, biochemical, multiplex microsphere, MLPCN library. Lethal factor (Bacillus anthracis), P15917. multiplex microsphere protease cleavage assay. inhibition, % at 10 µM. 360,000 tested, 0.12% active. AID 588501, 2011; note: plate controls were buffer without enzyme for full effect and enzyme alone for no effect
BoNT A protease: BoNT/A light chain protease inhibitors, primary screen, biochemical, flow cytometry, MLPCN library | multiplex microsphere protease substrate cleavage | Botulinum neurotoxin type A light chain protease (Clostridium botulinum A str. ATCC 3502) | 360,000 tested, 0.17% active | inhibition, % at 10 µM; note: plate controls were buffer without enzyme for full effect and enzyme alone for no effect
PfHsp40 yeast: rescue of yeast from PfHsp40 toxicity, primary screen, S. cerevisiae, ATP luminescence | growth rescue, % at 12.5 µM | AID 504582, 2011 | S. cerevisiae expressing PfHsp40, growth rescue | 340,000 tested, 0.68% active; in the data active = growth rescue above about 28%, passing the limit was not always enough;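 note: yeast W303a lacking pdr1 and pdr3 grown in galactose medium; growth measured after three days at 30 °C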
TcdB inh: TcdB glycohydrolase inhibitors, primary screen, biochemical, single point, plate reader. 350,000 tested, 0.24% active. Toxin B (Clostridioides difficile), P18177. inhibition, % at 9.99 µM. TcdB glycohydrolase enzymatic assay. AID 652162, 2013; in the data active = inhibition above about 10%
Target sequence (P18177 whole entry, looked up): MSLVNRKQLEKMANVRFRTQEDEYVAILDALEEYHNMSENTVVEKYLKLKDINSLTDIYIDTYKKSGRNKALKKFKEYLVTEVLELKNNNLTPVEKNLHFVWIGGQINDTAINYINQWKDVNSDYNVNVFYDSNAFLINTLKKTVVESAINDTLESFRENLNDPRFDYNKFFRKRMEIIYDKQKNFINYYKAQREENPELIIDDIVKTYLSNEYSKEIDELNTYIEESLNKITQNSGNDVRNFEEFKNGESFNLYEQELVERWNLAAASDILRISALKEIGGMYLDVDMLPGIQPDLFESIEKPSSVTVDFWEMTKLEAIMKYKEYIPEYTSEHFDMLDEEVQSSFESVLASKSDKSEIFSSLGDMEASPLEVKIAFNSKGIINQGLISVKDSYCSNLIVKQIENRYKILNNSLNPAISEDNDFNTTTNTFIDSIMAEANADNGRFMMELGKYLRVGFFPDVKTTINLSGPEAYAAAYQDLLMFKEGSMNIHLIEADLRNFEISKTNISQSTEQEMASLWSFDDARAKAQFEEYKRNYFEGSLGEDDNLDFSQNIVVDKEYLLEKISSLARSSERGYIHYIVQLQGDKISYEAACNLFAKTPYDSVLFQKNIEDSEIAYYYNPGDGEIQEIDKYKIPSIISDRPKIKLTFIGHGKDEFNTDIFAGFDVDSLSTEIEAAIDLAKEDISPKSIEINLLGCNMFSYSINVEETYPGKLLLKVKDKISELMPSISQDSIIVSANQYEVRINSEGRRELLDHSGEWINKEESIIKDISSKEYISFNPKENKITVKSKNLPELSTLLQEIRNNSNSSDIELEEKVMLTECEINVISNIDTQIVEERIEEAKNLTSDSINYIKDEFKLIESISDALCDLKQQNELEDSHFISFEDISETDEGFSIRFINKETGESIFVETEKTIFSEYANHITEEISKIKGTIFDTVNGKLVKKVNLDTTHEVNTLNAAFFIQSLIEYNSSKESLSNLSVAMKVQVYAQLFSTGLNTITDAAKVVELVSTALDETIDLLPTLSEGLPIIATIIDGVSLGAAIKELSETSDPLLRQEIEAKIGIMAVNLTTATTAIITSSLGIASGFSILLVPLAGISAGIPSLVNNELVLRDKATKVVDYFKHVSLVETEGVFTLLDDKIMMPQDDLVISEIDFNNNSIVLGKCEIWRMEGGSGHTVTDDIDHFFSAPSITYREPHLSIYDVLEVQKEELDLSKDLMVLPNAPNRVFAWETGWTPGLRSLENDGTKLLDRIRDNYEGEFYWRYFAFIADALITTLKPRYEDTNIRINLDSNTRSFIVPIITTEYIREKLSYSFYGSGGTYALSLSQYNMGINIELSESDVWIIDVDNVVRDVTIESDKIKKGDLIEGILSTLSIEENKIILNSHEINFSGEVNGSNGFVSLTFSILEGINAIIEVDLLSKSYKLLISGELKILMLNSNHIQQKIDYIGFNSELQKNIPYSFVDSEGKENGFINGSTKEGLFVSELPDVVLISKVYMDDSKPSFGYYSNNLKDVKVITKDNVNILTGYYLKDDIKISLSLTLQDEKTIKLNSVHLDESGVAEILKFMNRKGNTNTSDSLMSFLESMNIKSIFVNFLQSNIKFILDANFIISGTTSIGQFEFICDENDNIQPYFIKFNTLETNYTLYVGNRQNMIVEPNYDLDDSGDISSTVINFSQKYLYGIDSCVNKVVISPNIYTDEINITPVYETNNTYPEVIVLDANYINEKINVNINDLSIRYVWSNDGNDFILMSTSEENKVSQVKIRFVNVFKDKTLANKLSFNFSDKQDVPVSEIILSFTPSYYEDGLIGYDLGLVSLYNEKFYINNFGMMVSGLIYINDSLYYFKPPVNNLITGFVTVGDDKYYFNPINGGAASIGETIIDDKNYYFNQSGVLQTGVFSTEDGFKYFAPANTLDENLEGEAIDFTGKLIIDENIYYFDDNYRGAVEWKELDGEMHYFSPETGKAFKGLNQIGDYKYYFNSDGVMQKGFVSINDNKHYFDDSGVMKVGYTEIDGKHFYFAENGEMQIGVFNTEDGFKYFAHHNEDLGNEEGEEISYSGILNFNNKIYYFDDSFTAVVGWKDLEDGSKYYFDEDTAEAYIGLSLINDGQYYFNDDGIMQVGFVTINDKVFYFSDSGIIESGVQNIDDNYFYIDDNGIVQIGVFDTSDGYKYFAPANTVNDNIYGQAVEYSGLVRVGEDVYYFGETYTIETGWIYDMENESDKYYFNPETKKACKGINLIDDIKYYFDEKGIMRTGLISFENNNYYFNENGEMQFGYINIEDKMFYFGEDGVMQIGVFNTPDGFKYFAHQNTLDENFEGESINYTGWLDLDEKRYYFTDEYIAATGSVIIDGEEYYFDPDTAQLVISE
SSB-PriA inh: inhibitors of Klebsiella pneumoniae PriA binding to SSB C-terminal tail, primary screen, biochemical, AlphaScreen | PriA–SSB C-terminal tail interaction (Klebsiella pneumoniae) | AlphaScreen SSBct-PriA binding, biotinylated peptide | 430,000 tested, 0.6% active | inhibition, % at 33 µM; in the data active = inhibition mostly above about 37%, no sharp cut-off; inactive = mostly below about 20%;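 note: plate controls were negative control peptide for no effect and reference peptide for full effect; strong numbers were not always called active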
Y pestis TopoI: Yersinia pestis topoisomerase I inhibitors, primary screen, biochemical, cleavage product accumulation, plate reader, single point. AID 504884, 2011. Y. pestis Topo-I cleavage product accumulation. DNA topoisomerase I (Yersinia pestis CO92). activity, % at 10 µM. 360,000 tested, 0.064% active; in the data active = activity above about 50%, passing the limit was not always enough; note: inactives centre near 2
SARS 3CLpro inh: SARS-CoV 3CLpro protease inhibitors, primary screen, biochemical, quenched FRET | 290,000 tested, 0.14% active | inhibition, % at 6 µM | Replicase polyprotein 1ab (Severe acute respiratory syndrome coronavirus), P0C6X7 | recombinant SARS-CoV 3CLpro, quenched FRET peptide cleavage; in the data active = inhibition above about 12%
VHR inh abs: VHR1 phosphatase inhibitors, primary screen, biochemical, absorbance, uHTS; Dual specificity protein phosphatase 3 (Homo sapiens), P51452; recombinant VHR phosphatase, pNPP absorbance; inhibition, % at 13.3 µM; 290,000 tested, 0.52% active; in the data active = inhibition above about 50%; note: some compounds called inactive have numbers as strong as hits
Numbers without * were called inactive; i = inactive; nt = not tested or not shown. Cut-off read from the data, not from the text of the source, unless noted: active = inhibition above about 30%; inconclusive = no clear call, values can overlap the other calls; inactive = below that. This is a subset. The share of hits here may be higher or lower than overall.

compound	Vc quorum ag	CCHF vOTU inh	Anthrax LF prot	BoNT A protease	PfHsp40 yeast	TcdB inh	SSB-PriA inh	Y pestis TopoI	SARS 3CLpro inh	VHR inh abs
O=[N+]([O-])c1ccc(S(=O)(=O)NCCS(=O)(=O)N2CCN(c3ccccc3)CC2)cc1	-2.0	7	nt	nt	-1.4	0.5	3	-12	1	-17
Cc1cccc(NC(=O)c2cccc(NC(=O)Cc3cccs3)c2)c1	0.6	2	-4	-1.2	6.6	1.3	-4	-17	-2	2
Cc1cccc(NC2=NC(C)(C)N=C(N)N2)c1	-0.6	10	0	-0.8	0.7	0.2	-4	2	5	7
COc1cccc(C(C)=NNc2ccc([N+](=O)[O-])cc2[N+](=O)[O-])c1OC	-4.5	-4	2	0.0	nt	0.3	nt	2	nt	nt
CCOc1ccc(C(O)(c2ccccc2)C(CN2CCCC2)c2ccccc2)cc1 (stereo not drawn)	-6.7	-4	-1	-1.0	0.6	0.2	3	-1	2	6
Cc1nn(Cc2ccccc2)c(C)c1CNC(=O)c1ccc(F)c(S(=O)(=O)N2CCOCC2)c1	i	18	-1	-3.0	1.6	1.1	5	12	nt	nt
COc1cc(C(=O)COC(=O)C2CCCCC2)cc(OC)c1OC	-15	-5	-4	-0.4	-1.2	1.2	-11	19	nt	nt
CN(C[C@H](Cc1ccccc1)N(C[C@H](CC1CCCCC1)N(CCc1ccccc1)N=O)N=O)N=O	-0.2	3	-6	-0.5	-0.1	-0.2	-17	18	-6	0
COc1ccc([C@H]2C[C@@H](n3cc(COC(=O)c4ccccc4)nn3)[C@H](O)CN2Cc2cccs2)cc1	-0.6	16	6	0.3	nt	-7.2	nt	-13	nt	nt
CSCCC(NC(=O)c1ccccc1C)C(=O)O (stereo not drawn)	-0.3	2	-1	-0.4	1.5	-0.2	-7	10	-1	22

Remaining list, next part:
compound	Vc quorum ag	CCHF vOTU inh	Anthrax LF prot	BoNT A protease	PfHsp40 yeast	TcdB inh	SSB-PriA inh	Y pestis TopoI	SARS 3CLpro inh	VHR inh abs
COc1ccccc1/C=C1\SC(=O)N(CCC(=O)NNC(=O)c2ccccc2Cl)C1=O	i	1	3	1.3	-0.9	nt	-15	5	3	-4
Cc1cc(=O)oc2cc(OCC(=O)OCC(=O)N3CCC(C)CC3)ccc12	i	-23	-2	0.0	-0.2	1.8	-18	-2	0	-15
O=C(N/N=C/c1c[nH]c2ccccc12)c1cc(Br)ccc1O	0.5	-1	-3	-3.3	0.7	-0.1	nt	-19	7	2
Cc1nn(C)c(C)c1C(C)NC(=O)c1cc(COc2cncc(Cl)c2)on1 (stereo not drawn)	0.2	-11	-2	0.5	1.4	-0.4	-6	4	-6	8
CC(C)(C)OC(=O)N1Cc2ccccc2C[C@H]1C(=O)NCC(=O)Nc1ccc2c(c1)OCCO2	-7.1	7	-2	-1.1	-1.1	0.1	-6	16	1	-6
CCCCNc1c(-c2ccc(OC)c(SC3CCCCC3)c2)nc2cnccn12	i	nt	6	-1.1	17	nt	-22	20	nt	nt
O=C(c1ccc2nc3ccccc3c(=O)n2c1)N1CCN(Cc2ccc3c(c2)OCO3)CC1	-2.9	-86	2	1.9	1.5	nt	-35	9	0	24
C=C(C(=O)c1ccccc1)C(c1ccccc1)C(C)C(=O)c1ccccc1 (stereo not drawn)	0.2	-14	-3	-0.1	1.1	nt	-4	29	3	28
CN(Cc1ccccc1)C(=O)COC(=O)c1ccc(S(=O)(=O)N(C)C)cc1	-0.3	8	1	-0.1	0.2	-0.1	-4	1	6	18
CCCCC1(c2ccc(F)cc2)NC(=O)N(CC(=O)Nc2ccc(N3CCOCC3)cc2)C1=O (stereo not drawn)	-0.9	12	8	1.8	-0.1	0.5	16	-3	nt	nt

The last two records of the part above open the next one:
compound	Vc quorum ag	CCHF vOTU inh	Anthrax LF prot	BoNT A protease	PfHsp40 yeast	TcdB inh	SSB-PriA inh	Y pestis TopoI	SARS 3CLpro inh	VHR inh abs
CN(Cc1ccccc1)C(=O)COC(=O)c1ccc(S(=O)(=O)N(C)C)cc1	-0.3	8	1	-0.1	0.2	-0.1	-4	1	6	18
CCCCC1(c2ccc(F)cc2)NC(=O)N(CC(=O)Nc2ccc(N3CCOCC3)cc2)C1=O (stereo not drawn)	-0.9	12	8	1.8	-0.1	0.5	16	-3	nt	nt
CC1=Nc2cc(Cl)ccc2Oc2ccccc21	-0.2	-2	-2	-0.9	0.6	1.8	-18	13	-8	17
CN(Cc1ccccc1)C(=O)COC(=O)c1ccccc1NS(=O)(=O)c1cccc(N)c1	-0.3	4	1	1.0	-0.5	-1.3	-7	-7	1	2
Cc1ccc(NCCCn2cnc(C(=O)Nc3ccc(C)c(C)c3)n2)cc1C	-0.6	10	0	-0.8	0.7	2.1	-3	36	nt	nt
Cc1cc(C(=O)OCC(=O)Nc2ccc(F)cc2[N+](=O)[O-])c2ccccc2n1	-2.3	5	-3	-0.4	-1.9	-0.5	6	-7	-1	-4
COc1ccc(S(=O)(=O)N2CCCOC2CNC(=O)C(=O)NCCc2ccco2)cc1OC (stereo not drawn)	-0.8	-9	-3	-0.7	0.4	2.0	1	9	-3	18
COc1ccc(C(=O)Nc2ncc(C)s2)cc1S(=O)(=O)N1CCOCC1	-0.3	8	8	-0.4	0.5	1.1	7	-7	nt	nt
COc1ccc2c3c([nH]c2c1)C1(NCC3)C(=O)Nc2ccccc21 (stereo not drawn)	i	-9	-2	-1.0	0.8	-0.3	4	1	-4	-12
Cc1ccc(C(=O)N2CCN(Cc3ccc4c(c3)OCO4)CC2)cc1S(=O)(=O)N1CCOCC1	-0.5	-6	nt	nt	0.2	1.5	-5	8	3	-8
COc1cc(/C=N/O)cc(Br)c1OCC(=O)NCc1ccccc1	-0.3	-14	0	-0.9	0.7	nt	nt	10	0	-8
COc1cccc(CNc2ncc(Br)cc2Br)c1O	-0.7	13	0	-0.3	16	nt	-5	-1	7	14

Additional records:
compound	Vc quorum ag	CCHF vOTU inh	Anthrax LF prot	BoNT A protease	PfHsp40 yeast	TcdB inh	SSB-PriA inh	Y pestis TopoI	SARS 3CLpro inh	VHR inh abs
Cc1cc2c(cc1C)-c1c(ssc1=Nc1ccc(S(N)(=O)=O)cc1)C(C)(C)N2	1.9	-2	-8	-2.1	-0.8	1.3	-1	-14	0	16
Cc1cc(C)n(CC(=O)Nc2ccc(N3CCOCC3)c(Cl)c2)c(=O)c1C#N	-4.0	6	-6	-1.6	-1.9	0.1	-2	1	1	7
Cc1cc(C)n(C(=O)CCC(=O)Nc2ccc(C)c(C)c2)n1	-2.6	-1	0	-1.1	2.0	nt	10	-3	7	-2
CCCc1nnc(SCC(=O)Nc2nccs2)o1	i	5	-19	-2.7	-0.1	-0.8	-2	8	-5	-3
CC(C)NS(=O)(=O)c1cccc2nsnc12	i	12	-6	-0.2	-0.4	nt	-9	2	1	13
Cc1[nH]c2ccccc2c1C(c1ccncc1)N1CCN(c2ccccc2F)CC1 (stereo not drawn)	-2.2	-8	-2	0.6	-0.5	0.8	19	20	3	9
Cc1nc(-c2ccc(Br)cc2)ccc1C(=O)O	-0.3	-1	-1	1.1	0.4	nt	-7	-7	1	-2
COC(=O)c1cc(Br)ccc1NC(=O)Nc1ccc(C)cc1	-0.4	10	-4	0.4	0.0	-0.3	-6	-4	-1	nt
CC(C)C[C@H]1CNC(=O)C(=O)N1C[C@@H]1CCCN1C[C@H](Cc1ccccc1)N1C[C@H](CC(C)C)N(CC2CCCCCC2)C(=O)C1=O	nt	12	-2	-1.3	nt	-0.1	nt	nt	nt	nt
CN(C(=O)COC(=O)c1ccc(Cl)c(S(=O)(=O)N2CCCCC2)c1)C1(C#N)CCCCC1	0.1	10	1	0.4	0.1	1.2	24	16	nt	nt

Next section
compound	Vc quorum ag	CCHF vOTU inh	Anthrax LF prot	BoNT A protease	PfHsp40 yeast	TcdB inh	SSB-PriA inh	Y pestis TopoI	SARS 3CLpro inh	VHR inh abs
Cc1ccc(S(=O)(=O)N2[C@@H](c3ccc(F)cc3)C(C(=O)O)=CC[C@H]2c2ccc(C(C)C)cc2)cc1	i	24	0	-0.4	8.6	-1.3	4	6	nt	nt
CN1CCN(c2nc3c(c(=O)n(C)c(=O)n3C)n2Cc2ccc(Cl)cc2)CC1	-0.9	4	5	2.1	-0.9	0.5	-12	6	5	24
CCOC(=O)C1=C(Nc2ccccc2)CC(C)(O)C(C(=O)OCC)C1c1ccc(Br)cc1 (stereo not drawn)	-3.4	-16	-4	-1.9	-0.2	1.0	10	14	7	-7
CC1(C)Nc2ccccc2N(Cc2ccc([N+](=O)[O-])cc2)C1=O	-0.4	-11	-1	-0.3	2.3	1.2	5	6	-2	33
Cc1csc(NC(=O)c2ccc[nH]c2=O)n1	-0.3	10	-12	-0.7	-0.5	0.6	-10	2	-2	19
CCOc1ccc(NC(=O)c2cccc(S(=O)(=O)Nc3c(C)n(C)n(-c4ccccc4)c3=O)c2)cc1	i	-1	4	0.8	0.2	1.5	2	15	nt	nt
COc1ccc(S(=O)(=O)Nc2ccc3c(c2)n(C)c(=O)n3C)cc1OC	-0.4	-1	-7	2.5	-0.2	0.8	-2	4	3	1
COc1ccccc1/C=C/C(=O)NC(=S)NCC1CCCO1 (stereo not drawn)	-0.3	4	-2	-0.2	5.5	0.8	8	10	0	23
Oc1c(N=NC(=S)Nc2ccccc2F)c2ccccc2n1Cc1ccccc1	4.9	-9	9	15	-1.1	1.2	-8	-25	2	16
CC(=O)c1c(C)[nH]c(C(=O)NCc2ccccc2)c1C	i	4	2	-0.2	-0.3	nt	2	1	2	6

Continued.
compound	Vc quorum ag	CCHF vOTU inh	Anthrax LF prot	BoNT A protease	PfHsp40 yeast	TcdB inh	SSB-PriA inh	Y pestis TopoI	SARS 3CLpro inh	VHR inh abs
C=Cn1cc[n+](CC(=O)c2cc(C(C)(C)C)c(O)c(C(C)(C)C)c2)c1	i	10	-4	1.1	-0.7	0.7	-11	0	1	7
O=C1C(Cl)=C(N2CCCCCC2)C(=O)N1c1ccccc1	i	13	-16	-2.3	1.3	nt	-54	10	3	8
Cc1ccc(C)c(OCc2cc(C(=O)N3CC[C@@H]4CCCC[C@H]4C3)no2)c1	i	9	-1	-1.5	1.7	0.4	-2	6	-1	6
CC1=C(C(=O)OC2CCCC2)C(c2coc3ccccc3c2=O)C2=C(CC(C)(C)CC2=O)N1 (stereo not drawn)	i	15	-6	-1.2	93*	2.1	-8	16	5	-18
O=C(CSc1ccsc1[N+](=O)[O-])Nc1cc(F)ccc1F	-0.6	3	-2	1.3	1.1	-0.8	-7	-10	0	-5
